# Screens: PubChem BioAssay, Broad Institute
# LGR2 antag: blocks bursicon-induced cAMP signaling via Drosophila LGR2. HEK293 LGR2, CRE-luciferase, bursicon-stimulated, 4 h. inhibition, % at 9.99 µM. hit rate 0.35% among 380,000. AID 720647;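 active = drop in luminescence signal, shown as inhibition above about 50% in the replicate tests, limit read from the data, passing the limit was not always enough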;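 also: agonist challenge used bursicon conditioned medium at about half maximal strength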
# FN deposition inh: fibronectin deposition inhibition; AH1F fibroblasts, Alexa488-fibronectin deposition fluorescence, overnight; AID 743247; inhibition, % at 12.6 µM; hit rate 0.086% among 350,000;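 active = mean inhibition across replicates of 30% or more, regardless of how many single replicates reach that level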;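 also: positive control wells lacked labelled fibronectin entirely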
#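 Material: AH1F fibroblasts assembling fluorescent fibronectin matrix; amount: 10000 AH1F cells/well; medium: DMEM, 2% serum; reagent: Alexa488-fibronectin, 24 nM final in well; dosing: single compound dose, delivered by pin transfer; incubation: 1 h adhesion, overnight exposure; detection: fluorescence after three HBSS washes, excitation 485 nm, emission 525 nm; measure: fibronectin deposition inhibition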
# EWS-Fli block: EWS/Fli transcriptional activity inhibition; hit rate 0.67% among 350,000; A673 NR0B1-luciferase reporter, viability-normalised; inhibition, % at 12.6 µM;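 active = mean inhibition of at least 50% after viability correction, with every replicate also passing that limit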;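 also: firefly luciferase signal divided by Alamar Blue viability fluorescence both relative to DMSO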
# ERAP1 inh: blocks human ERAP1 aminopeptidase activity; recombinant ERAP1, Leu-AMC fluorescence, 60 min; inhibition, % at 10.7 µM; AID 652197; hit rate 0.15% among 340,000;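 active = mean replicate inhibition of at least 30%, or all replicates individually reaching that 30% level; inactive = mean below 30% and not every replicate reaching it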;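 also: 0% = neutral control wells and 100% = L-leucinethiol positive control wells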
# Target sequence (Q9NZ08 whole entry, looked up): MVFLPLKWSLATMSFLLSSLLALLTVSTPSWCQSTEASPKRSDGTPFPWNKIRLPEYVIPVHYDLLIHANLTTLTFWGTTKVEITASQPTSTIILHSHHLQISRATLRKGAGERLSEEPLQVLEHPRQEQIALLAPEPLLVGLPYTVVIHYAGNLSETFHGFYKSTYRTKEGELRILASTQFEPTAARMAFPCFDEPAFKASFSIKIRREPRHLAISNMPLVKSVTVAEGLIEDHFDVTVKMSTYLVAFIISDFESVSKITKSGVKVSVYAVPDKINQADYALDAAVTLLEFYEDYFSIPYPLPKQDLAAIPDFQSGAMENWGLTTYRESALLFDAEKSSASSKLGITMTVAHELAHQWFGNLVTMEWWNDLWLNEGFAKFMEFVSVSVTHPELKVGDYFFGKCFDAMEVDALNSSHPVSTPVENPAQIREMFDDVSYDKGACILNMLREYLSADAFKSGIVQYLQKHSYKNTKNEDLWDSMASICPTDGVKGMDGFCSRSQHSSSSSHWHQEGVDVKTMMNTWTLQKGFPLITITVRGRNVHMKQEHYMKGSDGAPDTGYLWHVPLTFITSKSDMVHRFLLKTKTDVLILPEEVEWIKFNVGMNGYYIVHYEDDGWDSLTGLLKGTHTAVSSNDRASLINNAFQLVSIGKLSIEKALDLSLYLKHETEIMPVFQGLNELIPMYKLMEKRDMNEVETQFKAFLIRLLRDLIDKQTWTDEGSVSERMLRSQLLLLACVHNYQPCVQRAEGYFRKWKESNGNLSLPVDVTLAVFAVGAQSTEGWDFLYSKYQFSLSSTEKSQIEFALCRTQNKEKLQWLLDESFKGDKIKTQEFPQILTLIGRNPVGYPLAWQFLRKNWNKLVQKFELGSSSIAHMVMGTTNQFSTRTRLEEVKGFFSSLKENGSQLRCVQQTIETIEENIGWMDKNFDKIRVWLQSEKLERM
# PGC1a acetyl inh: lowers PGC1a acetylation signal in U2OS cells; AlphaScreen anti-acetyl-lysine; with virally co-expressed GCN5 acetyltransferase; inhibition, % at 15.6 µM; hit rate 0.17% among 350,000;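 active = every replicate shows inhibition of at least 40%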;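 also: 0% = neutral control wells and 100% = positive control wells; some results beyond the cut were filed as inactive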
# PAX8 inh HTS: PAX8 transcriptional activity inhibition | RMG-I TPO-luciferase reporter, SteadyGlo, 24 h | inhibition, % at 12.6 µM | hit rate 1.2% among 360,000 | AID 652154;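 active = mean replicate inhibition at least 60% with every replicate also reaching 60%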;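 also: luciferase light reporting Pax8 driven TPO promoter activity; plate controls were median of neutral control wells for no effect and mitoxantrone controls for full effect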
# S100A4 MyoIIA: inhibitors of human S100A4 binding to myosin IIA peptide. P26447. S100A4/TAMRA-MyoIIA peptide fluorescence polarization. inhibition, % at 10.7 µM. hit rate 0.14% among 360,000. AID 652163;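 active = mean inhibition of at least 70% across replicates, with every replicate also reaching that level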
# Target sequence (P26447 whole entry, looked up): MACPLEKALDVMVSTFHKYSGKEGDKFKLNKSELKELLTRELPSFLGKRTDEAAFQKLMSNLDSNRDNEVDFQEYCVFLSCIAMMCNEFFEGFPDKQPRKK
#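 assay system = human S100A4 monomer with TAMRA-labelled myosin IIA peptide | also added = labelled myosin peptide probe, 5 nM | incubation = 5 min between mix addition and reading | control set = DMSO and TFP controls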
# PglD DTNB: blocks C. jejuni PglD acetyltransferase activity | purified PglD enzyme, DTNB colorimetric CoA detection | inhibition, % at 12.5 µM | hit rate 0.098% among 360,000 | AID 602405; in the data active = inhibition above about 16%, passing the limit was not always enough; also: strong numbers were not always called active
# An asterisk follows results filed as active; · = no result given; & = joins results of further samples.
SMILES	LGR2 antag	FN deposition inh	EWS-Fli block	ERAP1 inh	PGC1a acetyl inh	PAX8 inh HTS	S100A4 MyoIIA	PglD DTNB
Cc1ccc(S(=O)(=O)Nc2cccc3c2O[C@H](CN(C)Cc2ccc(C(F)(F)F)cc2)[C@@H](C)CN([C@@H](C)CO)C3=O)cc1	-3	·	-2	-1	-22	·	4	1
Cc1cc(=O)oc2c(C)c(OCC(=O)NC3CC(C)(C)NC(C)(C)C3)ccc12	4	-3	·	-3	·	-25	-3	-1
CCC(=O)NC[C@@H]1[C@H](c2ccccc2)[C@H](CO)N1C(=O)C1CCC1	0	·	-4	-1	8	-3	-2	-1
CC(=O)Nc1ccc(-c2csc(NNC(=O)c3ccccc3)n2)cc1	4	13	-6	2	·	15	1	·
Cc1cc(=O)[nH]c(SCC(=O)N2CCN(C(=O)c3ccco3)CC2)n1	1	-2	1	-3	6	-14	-1	-6
CC(=O)Nc1cccc(NC(=O)Nc2cccc(F)c2)c1	4	9	-23	-47	4	-37	-1	·
CN1C(=O)c2cc(NC(=O)Nc3ccc(Cl)cc3)ccc2OC[C@H]2O[C@H](CC(=O)O)CC[C@@H]21	-27	-1	-6	0	-2	10	-2	-2
Cc1nc(C)c(-c2nnc(-c3cccc(S(=O)(=O)N(C)C)c3)o2)cc1C(=O)NN	14	4	11	-4	1	12	2	2
O=C(COc1ccccc1)N1c2ccccc2Sc2ccccc21	18	3	21	0	-3	20	-5	-3
NC(=O)N/N=C/c1ccc(-c2cccc(C(F)(F)F)c2)o1	-19	-1	-11	-1	-1	-4	0	·
CC(C)NC(=O)Nc1ccc2c(c1)C(=O)N([C@H](C)CO)C[C@@H](C)[C@@H](CN(C)S(C)(=O)=O)O2	12	·	·	0	1	-22	-2	5
Cc1ccc(Cl)cc1NC(=O)Cn1c(C)csc1=O	0	-5	-6	3	9	3	-2	-1
NCCC(=O)NC[C@H]1O[C@@H](n2cnc3c(N)ncnc32)[C@H](O)[C@@H]1O	-1	-4	0	1	11	-2	1	-4
COc1ccc(S(=O)(=O)N2CCOCC2)c2ccccc12	12	-2	1	1	-1	22	-1	5
C[C@@H](CN=[N+]=[N-])CN1CC[C@H](NC(=O)OCc2ccccc2)CCC1=O	7	-2	-7	1	0	-2	-2	3
CCOc1cc(CN2CCCC(CO)(Cc3ccc(F)cc3F)C2)ccc1OC (stereo unspecified)	·	12	10	1	·	-8	-5	0
COc1cc(Cl)c(C)cc1NC(=O)CSc1nnc(-c2ccco2)n1CC(C)C	-5	3	·	-2	·	·	-7	1
C[C@@H]1CN([C@@H](C)CO)C(=O)c2c(c3ccccc3n2C)-c2ccccc2CO[C@@H]1CN(C)Cc1cccc(F)c1	18	-9	-2	-4	-14	31	25	·
COc1cccc(N2CCN(Cc3nc4scc(-c5ccccc5)c4c(=O)[nH]3)CC2)c1	·	4	29	2	·	25	-2	·
Cc1cccc(C(=O)Nc2onc(C)c2C#N)c1	·	6	·	·	4	1	·	1
Cc1noc(C)c1S(=O)(=O)Nc1cccc2c1O[C@H](CN(C)S(C)(=O)=O)[C@H](C)CN([C@H](C)CO)C2=O	-22	·	5	-1	18	·	-9	-6
CC(C)(C)[C@@H]1C=C(C(=O)NC2CC2)O[C@H](OCc2ccc(CO)cc2)C1	0	-1	23&11	-4&-3	8	-3&3	-3&-90	-4
O=C(O)c1cccnc1C(=O)O	3	·	-4	·	3	·	-3	-3
COc1ccc2c3c([nH]c2c1)[C@@H](CO)N(C(=O)CN(C)C)CC31CN(C(=O)c2ccncc2)C1	3	·	0	-7	·	·	7	·
CO[C@@H]1CC[C@@H]2CCOc3ccc(C#N)cc3C(=O)N(C)[C@H](C)C(=O)N(C)C[C@@H]1O2	1	2	-2	0	·	3	3	0
CCOC(=O)C1(Cc2ccccc2Cl)CCN(Cc2csc(C(C)=O)c2)CC1	6	0	10	1	0	5	6	-2
C/C(=N/NC(=O)c1ccc(Br)s1)c1cccnc1	-27	·	·	1	·	-56	1	-10
CCc1cc2c(nc1CC)CCCN2S(=O)(=O)c1ccccc1C	3	4	4	1	·	-16	-1	·
O=c1oc2ccccc2cc1-c1csc(NN=C2CCCC2)n1	-11	0	·	·	·	-99	·	2
Cc1nc(N)nc(N/N=C/c2c(F)cccc2Cl)n1	4	5	-9	1	1	-31	1	4
CCCCn1cnc2cc(NCc3ccncc3)ccc21	-6	-8	·	-9	1	·	-2	-4
CCNc1ccc(C(=O)OCC)cc1NC(=O)c1cccc(S(=O)(=O)N(C)c2ccccc2)c1	2	-3	4	-4	·	-2	-1	·
Cc1ccccc1S(=O)(=O)N1CC(=O)N2[C@H](CO)[C@@H](c3ccc(C#CC4CC4)cc3)[C@@H]2C1	6	·	12	0	-2	1	7	·
COc1ccc2c3c(n(C)c2c1)[C@H](CO)N(C(=O)c1cccnc1)CC31CN(S(C)(=O)=O)C1	8	·	-14	-5	0	·	1	·
COc1cccc(/C=C/C(=O)OCC(=O)NC2CC2)c1OC	·	-4	8	1	-8	-26	-2	5
CC(=O)c1cccc(NC(=O)CCc2nnc3ccc(NCc4ccc5c(c4)OCO5)nn23)c1	-4	6	-2	-4	·	-10	-7	·
Cc1nnc(SCC(=O)Nc2nccs2)n1C(C)C	2	-4	-1	5	-4	1	-2	3
COc1ccc(-n2cc(-c3ccc(OC(F)F)cc3)[n+]3c2CCCCC3)cc1	-4	·	5	-3	·	86*	-7	·
O=C1NCCN/C1=C\C(=O)c1ccc(F)cc1	-9	0	-45	·	·	-56	-3	·
Cc1cc2cc(CCNC(=O)CC(C)(C)C)c(=O)[nH]c2cc1C	17	-6	-15	-3	2	9	1	13

# Overlap with the part before: 2 compounds; new compounds follow.
SMILES	LGR2 antag	FN deposition inh	EWS-Fli block	ERAP1 inh	PGC1a acetyl inh	PAX8 inh HTS	S100A4 MyoIIA	PglD DTNB
O=C1NCCN/C1=C\C(=O)c1ccc(F)cc1	-9	0	-45	·	·	-56	-3	·
Cc1cc2cc(CCNC(=O)CC(C)(C)C)c(=O)[nH]c2cc1C	17	-6	-15	-3	2	9	1	13
Cc1ccc2nc(Cl)cc(=O)n2c1	17	9	1	-1	·	-4	2	·
Cc1cccc(CN2CCN(C3CN(Cc4cn(Cc5cccc(C(F)(F)F)c5)nn4)S(=O)(=O)C3)CC2)c1 (stereo unspecified)	-1	3	12	·	·	15	-1	·
O=c1cc(-c2ccccc2)oc2ccc(O)cc12	-49	7	-95	-2	-3	-52	0	-2
C#CCOc1ccc(CNC[C@H]2O[C@@H](n3ccc(=O)[nH]c3=O)[C@H](O)[C@@H]2O)cc1	-5	4	-21	-3	15	0	-4	-1
C[C@H](O)C#Cc1cnc2c(c1)C(=O)N([C@H](C)CO)C[C@@H](C)[C@@H](CN(C)C(=O)CC1CC1)O2	2	7	-11	1	-1	·	4	3
Cc1cccc(CSCc2ccc(C(=O)O)o2)c1	-14	5	23	-3	4	7	-1	2
CCC(C)NCCCCOc1ccc(C)cc1[N+](=O)[O-] (stereo unspecified)	·	·	1	5	0	·	0	-4
CC(=O)c1cccc(NC(=O)COC(=O)c2ccccn2)c1	-19	4	-4	-8	·	8	-5	-2
COc1ccc(N2CCN(C(CNC(=O)C(=O)NCc3ccncc3)c3ccco3)CC2)cc1 (stereo unspecified)	-15	-6	-15	-3	-3	12	3	-4
CC(=O)N1[C@@H]2c3ccc(/C=C/c4ccccc4)c(=O)n3C[C@H]1[C@H](CO)[C@H]2C(=O)N1CCOCC1	-1	·	3	88*	9	-19	6	·
CCCNC(=O)C[C@H]1CC[C@H]2[C@H](COc3ccc(NC(=O)CC)cc3C(=O)N2C)O1	31	0	9	0	4	-15	5	0
C=CCN(CC=C)C(=S)NC(=O)Cc1cccc2ccccc12	-4	-9	23	-5	-7	12	-13	·
Cc1c(Cl)cccc1NC(=O)CSc1nc(=O)n(CCCN2CCOCC2)c2c1CCCC2	0	-5	7	-1	-17	4	-3	-4
COc1cc(NC(=O)CCc2nnc3ccc(N4CCOCC4)nn23)cc(OC)c1OC	8	1	3	-1	10	-9	-3	3
CC1=C(C(=O)N(C(C)C)C(C)C)CC(CC(=O)NC2CCCC2)C(=O)N1Cc1ccccc1 (stereo unspecified)	4	·	2	2	4	-7	0	-1
O=C(c1ccccc1)c1sc(Nc2ccc3c(c2)OCO3)nc1-c1ccccc1	14	-6	-25	·	-10	-22	4	5

# Reprinted from the part before: two compounds, then new ones.
SMILES	LGR2 antag	FN deposition inh	EWS-Fli block	ERAP1 inh	PGC1a acetyl inh	PAX8 inh HTS	S100A4 MyoIIA	PglD DTNB
CC1=C(C(=O)N(C(C)C)C(C)C)CC(CC(=O)NC2CCCC2)C(=O)N1Cc1ccccc1 (stereo unspecified)	4	·	2	2	4	-7	0	-1
O=C(c1ccccc1)c1sc(Nc2ccc3c(c2)OCO3)nc1-c1ccccc1	14	-6	-25	·	-10	-22	4	5
N=C1/C(=C\c2ccc(OC(=O)c3ccco3)cc2)C(=O)N=C2SC(N3CCCCC3)=NN12	-24	1	0	4	-12	-28	-9	1
C[C@H]1CCCCO[C@@H](CN(C)C(=O)C2CCCCC2)[C@@H](C)CN([C@@H](C)CO)C(=O)c2cc(NS(=O)(=O)c3ccccc3)ccc2O1	-13	11	13	-1	-8	8	-26	1
O=C1c2cccc3cccc(c23)C(=O)N1c1cccnc1	-6	·	-11	3	·	·	8	·
O=C(Cc1ccccc1)Nc1nnc(SCC(=O)NC2CCCC2)s1	1	·	0	-15	2	11	0	·
Cc1cc(C)cc(N(CCC#N)C(=O)COC(=O)C2CCN(c3ccc(C(F)(F)F)cn3)CC2)c1	10	-13	9	-1	·	6	0	2
COc1ccc(OC)c(NC(=S)NC(=O)c2ccc(Br)o2)c1	12	·	·	4	·	1	2	0
O=C(NCCCc1ccncc1)C1CCC(=O)N(Cc2ccc(Cl)cc2)C1 (stereo unspecified)	-7	-9	·	0	-2	-8	4	1
C=CCn1c(=O)[nH]c2cc(C(=O)N3CC=C(c4ccccc4)CC3)ccc2c1=O	2	2	0	-5	-9	-33	-7	·
Cc1nn(CC2CC2)c(=O)n1N(C)c1ncc(C(F)(F)F)cc1Cl	-9	·	6	1	13	3	-1	-6
CCCC(=O)N1CC(=O)Nc2ccc(C)cc2C1c1ccccc1 (stereo unspecified)	-5	-5	8	-1	-4	6	-4	-1
CCC(=O)NC(Nc1c(C)n(C)n(-c2ccccc2)c1=O)C(Cl)(Cl)Cl (stereo unspecified)	5	-2	10	-1	·	8	-3	·
O=C(Nc1nnc(C(F)(F)F)s1)c1ccc(Br)s1	-24	-3	-100	-2	3	-100	2	·
Nc1nc(NCCN2CCOCC2)nc(NCc2ccccc2)c1[N+](=O)[O-]	13	4	12	4	7	34	2	4
Cc1ccc(C)c(N2CCN(C(=O)Cn3ncn4cccc4c3=O)CC2)c1	-8	10	10	2	-22	17	1	0
C/C=C/C(=O)N1CC2(CC(c3cccc(NC(=O)COc4ccc(Cl)cc4)c3)=NO2)C[C@@H]1C(N)=O (stereo partly specified)	-1	-1	-7	-2	-12	9	-1	-2
COc1nc(N)nc2c1ncn2C1OC(CO)CC1O (stereo unspecified)	2	·	-2	-8	·	-18	-2	·
O=C(COC(=O)c1ccc(Br)o1)NCc1ccc2c(c1)OCO2	7	1	3	-1	-4	5	-2	6
Cc1nc(SCc2ccccc2C)n[nH]1	·	-4	·	·	1	-14	·	0
CC(C)C[C@@H](C(=O)N[C@@H](C(=O)O)c1ccccc1)N1C(=O)N2CCc3c([nH]c4ccccc34)[C@@]2(C)C1=O	·	·	7	1	-3	·	0	-2
